CSM14.1 death rescue = protection against thapsigargin-triggered cell killing – 384-well, CSM14.1, ATP luminescence, primary screen (AID 1222). CSM14.1 thapsigargin-induced death rescue, ATP luminescence; higher % means a stronger effect. cellular ATP content (survival), % at 20 µM; hits with a dose series show EC50 in µM. 190,000 tested, under 10 active;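 active means EC50 below 50 µM in the dose-response confirmation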;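 further: death triggered by thapsigargin at about 15 µM added after 2 h compound pretreatment; cell ATP read after overnight thapsigargin exposure of roughly 18 to 22 hours; normalized against plate controls of thapsigargin alone and 5% DMSO vehicle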
TNAP activators = human TNAP enzyme activators, primary screen, biochemical, luminescent, no phosphate acceptor, uHTS (AID 1001); purified TNAP, luminescent activation assay, no phosphate acceptor; higher activation fold means a stronger effect; activation fold at 20 µM, or EC50 in µM where a hit was titrated; actives 0.03% (n = 200,000); in the data active means activation fold from about 3, or a potency from the dose series; inactive means the rest, 99 in 100 with activation fold below about 1.6; further: many of its hits are not listed in these tables
PMI inhibition = human PMI inhibitors, high substrate, primary screen, biochemical, fluorescence intensity, high mannose 6-phosphate (AID 1220) | inhibition, % at 20 µM; hits with a dose series show IC50 in µM | actives 0.66% (n = 190,000) | recombinant PMI enzyme, coupled fluorescence intensity; higher % means a stronger effect
Hep lipid drop = hepatic lipid droplet formation modulation; AID 1656; AML12 mouse hepatocytes, oleate lipid droplets, BODIPY imaging; actives 0.4% (n = 240,000); inhibition, % at 6.5 µM;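 active means lipid droplet intensity inhibited by at least 50%, with more than 500 cells counted; inconclusive means wells with under 300 cells, treated as cytotoxic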
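Technique: fluorescence imaging, 20x objective, two fields per well / Assay system: AML12 hepatocytes (mouse) / Measure: % inhibition of lipid droplet signal / Doses: 6.5 µM single-point dosing / Incubation: overnight exposure / Reagent: 100 µM oleic acid challenge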
WT yeast gro inh = growth inhibition of WT yeast, mitochondrial fusion screen; mitochondrial fusion phenotypic screen, WT strain; inhibition, % at 10 µM; actives 2.1% (n = 190,000); in the data active means inhibition above about 58%; tested in S. cerevisiae
human PMI inhibition = inhibitors of human PMI, primary screen, biochemical, fluorescence intensity, coupled assay (AID 1209). purified PMI enzyme, coupled fluorescence intensity; higher % means a stronger effect. one-dose inhibition, % at 20 µM; IC50 in µM for titrated hits. actives 0.42% (n = 190,000);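 further: plate controls were DMSO vehicle for no effect and wells lacking substrate for full effect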
K1F lysis inhibition = protection from phage-mediated lysis, alamar blue read-out – E. coli UTI89, K1F phage, bacterial capsule biogenesis inhibitors (AID 488966) | E. coli UTI89 K1F phage lysis, alamar blue, 2 h; higher % means a stronger effect | one-dose inhibition, % at 100 µM; IC50 in µM for titrated hits | actives 0.02% (n = 340,000);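 active means phage lysis inhibition, versus mean bacterial control, above a set limit; inconclusive means no clear call, values can overlap the other calls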;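 further: capsule biogenesis inhibitors block K1F phage lysis so surviving cells raise fluorescence; higher fluorescence means more inhibition of phage lysis; actives were called in the ten point dose series up to 300 µM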
P. falciparum M1AAP = malaria alanyl aminopeptidase activity blockers – biochemical, fluorogenic H-Leu-NHMec substrate, 1536-well (AID 1445) | actives 0.42% (n = 220,000) | recombinant M1AAP, H-Leu-NHMec fluorogenic kinetic assay; higher % means a stronger effect | inhibition, % at 30 µM; hits with a dose series show IC50 in µM;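 active means primary inhibition above the hit cutoff, then over 50% inhibition at one or more dose response concentrations, cut at about 23% in these data, passing the limit was not always enough; inconclusive means conflicting primary data, or primary hits not chosen for dose response; inactive means low primary inhibition, or under 50% at every dose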;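 further: plate controls were DMSO full reaction for no effect and no enzyme background for full effect; strong numbers were not always called active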
Myeloid diff 2 = compounds promoting myeloid differentiation | actives 1% (n = 360,000) | ER-HoxA9 myeloid progenitors, lysozyme-GFP differentiation, flow cytometry | calls only at 10 µM;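 active means normalized GFP-positive differentiation at or above the plate's own cutoff, the solvent-only control mean plus 3 SD; inconclusive means no clear call, values can overlap the other calls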;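 further: cells exposed to compound for four days before flow analysis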
WT yeast gro inh mutant strain = recorded beside WT yeast gro inh, whose call it bears; inhibition, %; mitochondrial fusion phenotypic screen, mutant strain inhibition
Hep lipid drop cells 6.5 µM = second read-out of Hep lipid drop, no call of its own (marks repeat the call); cell count; measured here: cell count, cytotoxicity flag;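 cells counted across two imaged fields per well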
Myeloid diff 2 GFP+ MAC1+ % = second read-out of Myeloid diff 2, no call of its own (marks repeat the call); GFP+ MAC1+ double positive, %; measured here: differentiation confirmed by MAC1 staining
Numbers without * were called inactive; i = inactive; ? = inconclusive; . = not tested or not shown; + = active, no number; [ ] = dose if it differs, or a comment. Unless noted, no stated cut-off is given here; in the data, active means inhibition above about 50%; inactive means the rest.

#	canonical_smiles	P. falciparum M1AAP	K1F lysis inhibition	Myeloid diff 2	Hep lipid drop	WT yeast gro inh mutant strain	Myeloid diff 2 GFP+ MAC1+ %	CSM14.1 death rescue	human PMI inhibition	TNAP activators	PMI inhibition	WT yeast gro inh	Hep lipid drop cells 6.5 µM
1	CC(=O)Nc1cccc(OCc2c(F)cccc2Cl)c1	6%	-1.6%	i	-38	-7	0.5	0.5%	4%	1.1	-1%	-6	676
2	CC(=O)Nc1ccc(-c2ccc3nnc(C)n3n2)cc1	3%	0.2%	i	-10	-26	0.6	1.2%	-3%	1.1	5%	-6	691
3	O=C(NN(C(=O)c1ccccc1)c1ccccc1)c1ccccc1	1%	1.7%[50 µM]	i	20	.	0.2	.	.	.	.	.	707
4	CC1(C)Cc2c(sc3ncnc(NNC(=S)NCc4ccccc4)c23)CO1	-1%	0.7%	i	-2	22	0.1	-3.8%	9%	1.9	-6%	-2	407
5	O=C(NC1CCCCC1)N1CCC(c2nc3ccccc3[nH]2)CC1	7%	4.0%	i	1	1	2.3	-2.9%	8%	1.1	1%	16	781
6	CCOC(=O)c1c(NC(=S)Nc2ccc(OCC)cc2)sc2c1CCN(C)C2	6%	10%	i	-4	.	1.3	.	.	.	.	.	691
7	Cc1cc(N/N=C/c2ccncc2)nc2ccccc12	10%	7.2%	i	13	29	0.2	-0.8%	5%	1.2	9%	26	700
8	C=CCn1c(C)cc(C(=O)COc2ccc(C)nc2[N+](=O)[O-])c1C	3%	2.7%[50 µM]	i	-30	-18	0.7	-0.6%	14%	1	42%	-7	673
9	Cc1ccc(C(=O)Nc2c(C#N)c(C)c(C)n2Cc2ccccc2)cc1	?	1.6%	i	.	2	1.1	2.6%	12%	1	14%	-5	.
10	Cc1ccc(S(=O)(=O)/N=C2/NC(=O)/C(=C/c3ccc(Br)o3)S2)cc1	42µM*	-3.4%[50 µM]	i	19	-20	1.4	0.7%	-11%	1	-20%	-18	615
11	O=[N+]([O-])c1cc([N+](=O)[O-])c2cccnc2c1Oc1ccccc1O	-14%	3.6%	i	23	-9	0.3	-5.2%	48%	0.7	37%	-12	559
12	CN(CCO)c1cc(N2CCCCC2)c2nonc2c1[N+](=O)[O-]	8%	0.0%	i	-16	3	0.6	-1.0%	-1%	0.8	42%	-5	735
13	Cc1cc(/C=N/NC(=O)Cn2c3ccccc3c(=O)c3ccccc32)c(C)n1-c1ccc(Cl)cc1	6%	0.2%	i	-14	-12	0.4	1.0%	10%	1.1	12%	8	643
14	Cc1cc(C)n(CC(O)COc2ccccc2)n1 (stereo unspecified)	-1%	3.1%	i	.	5	0.6	2.3%	-3%	1.1	-6%	-27	.
15	O=C(COc1ccc(Cl)cc1)Nc1ccc2c(c1)CCC2	2%	3.8%	i	20	13	1.1	-2.1%	7%	1	8%	3	616
16	Cc1ccc(NC(=O)CSCC(N)=O)cc1C	-2%	3.8%	i	20	-6	1.5	-1.5%	3%	1.1	-3%	16	731
17	CCn1cc(C(=O)O)c(=O)c2cc(F)c(N3CCN(S(=O)(=O)c4ccc(NC(=O)OC)cc4)CC3)cc21	8%	-12%	i	-1	2	1.0	1.1%	11%	1.1	9%	-2	559
18	O=c1c(Cl)c(NCc2ccco2)cnn1C12CC3CC(CC(C3)C1)C2	14%	0.2%	i	-83	-16	0.2	-0.4%	6%	1.1	5%	-17	750
19	Cn1c(/C(C#N)=C/c2ccc(-c3ccc(S(N)(=O)=O)cc3)o2)nc2ccccc21	11%	0.3%	+	-18	-20	0.6*	-3.4%	8%	1	-2%	-18	507
20	Cc1cc2nc(CCN(C(=S)NCC(C)C)C3CCCC3)[nH]c2cc1C	2%	0.2%	i	.	.	6.4	8.6%	8%	1.7	8%	.	.
21	O=C(O)c1ccc(N/N=C/C(Br)=C/c2ccccc2)cc1	1%	1.6%	i	30	.	0.3	.	.	.	.	.	700
22	CCOC(=O)c1cc(CN2CCOCC2)oc1-c1ccccc1	-4%	-3.0%	i	.	5	0.8	-2.7%	-1%	1.2	-2%	7	.
23	O=C1CCC(=O)N1c1ccc(NCc2ccccc2Cl)c([N+](=O)[O-])c1	2%	4.6%	i	33	-21	0.7	3.3%	10%	0.9	8%	-13	597
24	O=C(c1ccco1)N1CCN(C2CCCC2)CC1	-3%	0.2%	i	-8	9	1.2	-0.6%	9%	1	-1%	16	688
25	C=CCN(CC(=O)NCc1ccc(F)cc1)C(=O)c1csnn1	-2%	0.2%	i	6	5	1.0	-1.4%	-2%	1	1%	7	778

Remaining list, next part.
#	canonical_smiles	P. falciparum M1AAP	K1F lysis inhibition	Myeloid diff 2	Hep lipid drop	WT yeast gro inh mutant strain	Myeloid diff 2 GFP+ MAC1+ %	CSM14.1 death rescue	human PMI inhibition	TNAP activators	PMI inhibition	WT yeast gro inh	Hep lipid drop cells 6.5 µM
26	CC1CCCCN1C(=O)CSc1nnc(-c2ccc(Cl)s2)o1 (stereo unspecified)	10%	0.0%	i	.	1	0.4	0.6%	-4%	1.1	4%	3	.
27	CS(=O)(=O)NN1C(=O)c2ccccc2NC1c1cccs1 (stereo unspecified)	2%	0.2%	i	-2	13	0.1	1.7%	-8%	1.1	-8%	5	686
28	COc1ccccc1CP(=O)(c1ccccc1)c1ccccc1	2%	1.6%[50 µM]	i	-7	6	1.3	0.2%	6%	1.1	0%	16	679
29	COC(=O)c1c(NC(=O)CSc2ncnc3c2cnn3-c2ccccc2Cl)sc2c1CCCC2	-1%	-0.2%	i	-14	9	0.7	1.0%	6%	1	2%	9	711
30	CCOC(=O)C1CN(S(=O)(=O)c2ccccc2)c2cc(S(=O)(=O)CC)ccc2O1 (stereo unspecified)	5%	-0.2%	i	.	-13	1.8	2.6%	-5%	1.1	-3%	-17	.
31	COC(=O)c1c(NC(=O)/C=C/C(=O)O)sc(C)c1-c1ccc(C)c(C)c1	-1%	1.6%	i	6	-12	0.5	0.4%	5%	1	2%	-9	729
32	COc1ccc(C2(O)CCN(C(=O)NC3CCCCC3)CC2)cc1	0%	0.0%	i	.	6	4.3	1.4%	10%	1.1	-2%	2	.
33	CCN1C(=O)CSc2ccc(C(=O)NCCCN3CCOCC3)cc21	-1%	-0.4%	i	.	9	7.0	0.7%	-4%	1.1	-9%	2	.
34	CC(C)Oc1ccc(C(=O)NC(=S)Nc2ccc(CN3CCOCC3)cc2)cc1	12%	0.3%	i	?	23	0.8	-3.1%	20%	1	-2%	-16	.
35	CNS(=O)(=O)c1cccc2cccnc12	-1%	1.1%	i	.	-5	1.3	-1.6%	-5%	1.1	-4%	7	.
36	COc1cccc(C2CC(c3ccccc3)=NN2S(=O)(=O)c2ccc(C)cc2)c1OC (stereo unspecified)	1%	0.5%	+	-15	10	2.9*	1.7%	-12%	1.6	1%	57	689
37	CC1(C)CC(=O)C(N=Nc2cccc([N+](=O)[O-])c2)=C(O)C1	13%	0.3%	i	1	.	0.4	.	.	.	.	.	634
38	O=C(Nc1cccc(S(=O)(=O)Nc2ccc(Cl)cc2)c1)c1cc2c(s1)CCCC2	-4%	2.8%	i	-58	8	0.7	-2.5%	10%	1	6%	38	579
39	O=c1cc(O)nc(SCc2ccccc2)n1-c1ccc(F)cc1	2%	-0.2%	i	.	3	0.9	-0.1%	5%	1.1	4%	-5	.
40	O=C(OCCN1C(=O)CCC1=O)c1ccc(S(=O)(=O)N2CCCCC2)cc1	2%	-0.1%	i	.	-7	0.9	-0.7%	1%	1.1	2%	10	.
41	COc1ccc(C(=O)Nc2ccc3nc4n(c(=O)c3c2)CCCC4)cc1[N+](=O)[O-]	3%	.	.	-12	-36	.	-3.1%	1%	1.2	-16%	-12	641
42	Cc1cc(C)c2c(c1)NC(c1cc3c(cc1Br)OCO3)C1CC=CC21 (stereo unspecified)	2%	1.1%	i	34	-14	0.7	-1.1%	17%	1.1	11%	55	661
43	Cc1c(CCO)c(=O)oc2n[nH]c(-c3ccccc3)c12	2%	0.2%	.	3	14	.	-0.4%	-4%	1.1	-2%	12	705
44	Cc1snc(SCC(=O)N/N=C(\N)COc2ccc(F)cc2)c1C#N	-3%	0.2%	i	.	-11	1.3	0.0%	-4%	1.1	-4%	5	.
45	COc1cc(N2CN=c3s/c(=C\c4ccccn4)c(=O)n3C2)cc(OC)c1OC	5%	-2.1%	i	-4	2	0.6	0.5%	29%	1	27%	-3	659
46	CCOC(=O)c1ccc(-n2ccnc2)c(NC(=O)c2ccc(C(C)(C)C)cc2)c1	1%	0.9%[50 µM]	i	18	-18	0.4	-0.5%	-2%	0.9	4%	3	729
47	C=CCn1c(Br)nc2c1c(=O)n(C)c(=O)n2C	4%	2.6%	i	.	1	9.1	-0.7%	5%	1	10%	-6	.
48	O=C1c2cccc3c(N4CCCCC4)ccc(c23)C(=O)N1c1cccc(O)c1	6%	0.5%	+	0	-5	2.1*	0.5%	5%	1.1	3%	-28	642
49	CCOc1ccc(NC(=O)Cc2c(O)c3ccccc3[nH]c2=O)cc1	1%	0.2%	i	.	1	0.7	-0.9%	12%	1.1	12%	-20	.
50	COCCn1c(C)cc(C(=O)CSc2cc(C)c3ccccc3n2)c1C	1%	-0.1%	i	-10	1	0.8	1.7%	8%	1.1	-5%	2	715

The list goes on.
#	canonical_smiles	P. falciparum M1AAP	K1F lysis inhibition	Myeloid diff 2	Hep lipid drop	WT yeast gro inh mutant strain	Myeloid diff 2 GFP+ MAC1+ %	CSM14.1 death rescue	human PMI inhibition	TNAP activators	PMI inhibition	WT yeast gro inh	Hep lipid drop cells 6.5 µM
51	CC(C)c1c(C#N)c(N)nc(SCC(=O)c2cc3ccccc3oc2=O)c1C#N	18%	-1.5%	i	5	-1	0.0	-2.8%	-12%	1.1	-27%	-5	577
52	COc1ccc(CCNC(=O)C2CC(=O)N(c3ccccc3)C2)cc1OC (stereo unspecified)	8%	0.2%	i	-1	8	0.3	-3.1%	14%	1.1	12%	0	697
53	Cc1ccc(NC(=O)Cn2c(=S)[nH]c3ccccc32)cc1	-9%	0.3%	i	-7	8	0.5	-0.9%	31%	1.2	7%	-10	717
54	CCOC(=O)N1CCN(S(=O)(=O)c2ccc(C(=O)Nc3ccc4c(c3)C(=O)NC4=O)cc2)CC1	12%	0.3%	i	7	1	0.0	-0.3%	11%	1	15%	8	698
55	O=C1CC(N2CCN(C/C=C/c3ccccc3)CC2)C(=O)N1Cc1ccc(N2CCCC2=O)cc1 (stereo unspecified)	4%	4.0%	i	.	15	1.3	2.1%	-20%	1.1	1%	11	.
56	CC(=O)OC(C(=O)NC1CCCCC1)c1ccncc1 (stereo unspecified)	-9%	-0.5%	i	-20	1	6.9	-4.1%	-11%	1.1	-7%	10	748

Compound activity as filed in PubChem BioAssay.
